A3G deaminase: APOBEC3G (human) deaminase inhibition; Q9HC16; recombinant A3G, ssDNA deamination FAM/TAMRA fluorescence; inhibition, % at 20 µM; actives 0.28% (n = 330,000);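 active means inhibition of at least 40% at 20 µM, with no more than 30% in the related APOBEC3A deaminase screen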;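 further: plate controls were DMSO wells with A3G for no effect and wells lacking A3G enzyme for full effect; some compounds called inactive have numbers as strong as hits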
Target sequence (Q9HC16 whole entry, looked up): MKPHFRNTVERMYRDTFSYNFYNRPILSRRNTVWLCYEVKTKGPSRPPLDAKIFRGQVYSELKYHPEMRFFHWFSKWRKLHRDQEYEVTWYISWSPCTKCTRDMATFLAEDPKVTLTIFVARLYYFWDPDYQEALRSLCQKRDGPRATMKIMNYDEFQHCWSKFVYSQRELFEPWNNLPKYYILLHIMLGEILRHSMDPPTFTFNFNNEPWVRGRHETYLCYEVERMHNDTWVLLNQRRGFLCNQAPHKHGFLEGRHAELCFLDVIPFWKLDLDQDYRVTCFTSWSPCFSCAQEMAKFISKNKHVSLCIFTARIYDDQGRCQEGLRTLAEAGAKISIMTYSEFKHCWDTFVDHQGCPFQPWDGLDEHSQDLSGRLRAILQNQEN
NR3A LBD binder: modulators (binders) of human NR3A ligand-binding domain; NR3A LBD differential scanning fluorimetry, Tm shift; 0% = protein alone, 100% = glycine-bound protein; Tm shift relative to glycine control, % at 25 µM; actives 2.5% (n = 340,000); AID 1259313;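 active means melting temperature shift of at least 10% of the positive control shift, at one fixed dose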
mIAP inh: blocks mouse intestinal alkaline phosphatase | purified mouse IAP, CDP-Star luminescence, 30 min | inhibition, % at 10 µM | actives 0.2% (n = 330,000) | AID 2806;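 active means inhibition of at least 40% at 10 µM in the primary screen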;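 further: plate controls were DMSO with enzyme for no effect and no enzyme wells for full effect; values of inactives mirror those of a sister screen read the other way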
mIAP act: increases mouse intestinal alkaline phosphatase activity | muIAP, CDP-Star luminescence, 30 min; active compounds read high; 1 = vehicle-only enzyme signal, 0 = enzyme-free wells | activation factor at 10 µM | actives 0.24% (n = 330,000);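 active means activation factor of at least 2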; further: the source names both 10 and 20 µM as test concentration; values of inactives mirror those of a sister screen read the other way
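System: mouse IAP enzyme. Reagent: CDP-Star chemiluminescent phosphatase substrate. Benchmarks: DMSO wells, no-enzyme wells. Times: 30 min enzyme-substrate-compound incubation at room temperature. Detection: luminescence from enzymatic CDP-Star hydrolysis. Doses: test compounds delivered from DMSO solution.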
A3A deaminase: inhibitors of human APOBEC3A DNA deaminase; P31941; recombinant A3A, FAM/TAMRA ssDNA deamination fluorescence; inhibition, % at 20 µM; actives 0.41% (n = 330,000);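 active means at least 40% inhibition at 20 µM here, with at most 30% in a related deaminase screen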;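 further: plate controls were A3A with DMSO for no effect and wells lacking A3A enzyme for full effect; some results filed as inactive read as strong as hits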
beta cell repl: inducers of beta-cell replication in MIN6 cells; MIN6 cells proliferation, ATPlite luminescence, 48 h; cells starved in 0.2% serum; 100% = growth in 10% serum; proliferation, % at 10 µM; actives 0.29% (n = 330,000); AID 2380;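 active means compounds whose signal lies at least 3.5 SD above the mean of all wells on their plate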;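 further: 0% = DMSO-treated cells in low-serum medium and 100% = 10% serum control; some compounds called inactive have numbers as strong as hits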
hIAP block: human IAP inhibition; purified IAP, CDP-Star luminescence, 30 min; inhibition, % at 10 µM; actives 0.12% (n = 330,000); AID 2544;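 active means inhibition reaching a set limit with compound at 10 µM in the primary screen, cut at about 35% in these data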;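 further: plate controls were DMSO wells with enzyme for no effect and no-enzyme buffer wells for full effect; values of inactives mirror those of a sister screen read the other way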
Target sequence (P09923 whole entry, looked up): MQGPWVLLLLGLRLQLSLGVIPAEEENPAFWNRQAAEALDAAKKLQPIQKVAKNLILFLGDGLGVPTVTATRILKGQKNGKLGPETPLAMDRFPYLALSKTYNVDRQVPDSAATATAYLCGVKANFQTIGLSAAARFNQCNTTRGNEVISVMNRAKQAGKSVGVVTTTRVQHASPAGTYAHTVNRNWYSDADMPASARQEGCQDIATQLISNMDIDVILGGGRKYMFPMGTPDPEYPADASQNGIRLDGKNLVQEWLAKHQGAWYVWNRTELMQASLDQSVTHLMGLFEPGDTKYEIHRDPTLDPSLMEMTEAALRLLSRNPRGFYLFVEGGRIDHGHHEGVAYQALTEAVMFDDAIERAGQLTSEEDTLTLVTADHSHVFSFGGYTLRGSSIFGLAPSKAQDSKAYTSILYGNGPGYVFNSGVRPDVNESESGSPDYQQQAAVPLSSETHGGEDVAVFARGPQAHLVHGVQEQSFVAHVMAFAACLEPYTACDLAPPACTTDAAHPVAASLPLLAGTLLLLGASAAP
hIAP activ: increases human intestinal alkaline phosphatase activity | P09923 | purified human IAP, CDP-Star luminescence, 30 min; active compounds read high; 1 = vehicle-only enzyme, 0 = enzyme-free background | activation factor at 10 µM | actives 0.16% (n = 330,000);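 active means activation factor of the enzyme at least 2-fold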; further: the source names both 10 and 20 µM as test concentration; values of inactives mirror those of a sister screen read the other way
MPTP inh: blocks calcium-induced mitochondrial swelling; inhibition, % at 10 µM; actives 1.4% (n = 360,000); AID 602449; isolated mouse mitochondria, Ca2+ swelling absorbance, 30 min;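 active means inhibition of 50% or more, scaled per plate between neutral and stimulator controls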;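 further: 0% = DMSO wells given calcium and 100% = 1 mM EGTA wells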
* = called active by the depositor.

SMILES	A3G deaminase	NR3A LBD binder	mIAP inh	mIAP act	A3A deaminase	beta cell repl	hIAP block	hIAP activ	MPTP inh
O=C(NC1CCCC1)C(c1cccnc1)N(Cc1ccc(F)cc1)C(=O)c1csnn1 (stereo unspecified)	-11	0	4	0.96	-6	-2	5	0.95	-1.6
Cc1ccc(NC(=O)CSc2nnc3c(n2)[nH]c2ccccc23)cc1	-13	-18	2	0.98	-4	-6	5	0.95	5.3
CSc1ccccc1C(=O)Nc1ncn[nH]1	11	6	6	0.94	-2	-1	-38	1.4	-0.6
COC(=O)c1ccc(S(=O)(=O)NCc2ccco2)n1C	-3	2	3	0.97	0	-3	2	0.98	0.7
O=C(c1cccc(C(F)(F)F)c1)N1CCN(S(=O)(=O)c2ccc(Cl)s2)CC1	-6	1	14	0.86	-1	1	-3	1	-1.4
O=C1CS/C(=N/N=C/c2ccc(OS(=O)(=O)c3ccccc3)cc2)N1	-6	-8	15	0.85	-2	2	6	0.94	-1.5
CC1C(=NO)C(C)C(c2ccccc2)NC1c1ccccc1 (stereo unspecified)	-3	4	17	0.83	1	2	-2	1	-0.5
O=C(CNC(=O)c1ccco1)N/N=C/c1ccc(C(=O)O)cc1	5	1	-12	1.1	2	0	0	1	-1.7
COc1ccc(-c2nc(CN3CCC(C(=O)NC4CC4)CC3)c(C)o2)cc1OC	-4	-2	3	0.97	-3	0	3	0.97	-1.5
O=C(O)c1cc(O)ccc1NC(=O)C(c1ccccc1)c1ccccc1	-3	-1	-2	1	-2	0	5	0.95	-0.1
CC(C)Cc1nc2oc3c(Cl)ncnc3c2c2c1CCCC2	-1	0	-4	1	-2	-6	-18	1.2	5.3
Cc1nc2ncnn2c(N2CCN(S(=O)(=O)c3ccc(Br)cc3)CC2)c1C	-8	-2	4	0.96	0	-4	-18	1.2	27
CC(C)(C)c1cc(C(=O)NC2CC2)n(Cc2ccc(F)cc2)n1	2	-1	3	0.97	-1	0	16	0.84	2.3
CCn1ncc(Cl)c1C(=O)Nc1cc(Cl)ccc1Cl	-2	2	2	0.98	5	-1	-14	1.1	-1.1
Cc1ccc(NC(=O)CSc2ccc(-c3ccc4c(c3)OCO4)nn2)cc1F	-1	-3	0	0.99	-1	0	17	0.83	1.7
CC1CCN(S(=O)(=O)c2csc(C(=O)Nc3ccccc3)c2)CC1	1	-13	4	0.96	0	-2	-1	1	14
Cn1c(N2CCC(C(N)=O)CC2)nc2c1c(=O)n(Cc1cccc(Br)c1)c(=O)n2C	1	2	13	0.87	2	-3	-5	1.1	1.1
Cc1ccc2c(c1)cc(CN(Cc1ccc3c(c1)OCO3)C(=O)c1ccccc1)c1nnnn12	2	-3	9	0.91	3	8.0*	-8	1.1	0.8
COC(=O)C(C)N(c1ccc(OC)cc1)S(C)(=O)=O (stereo unspecified)	-7	1	0	1	-1	1	-11	1.1	0.0
Cc1cc(NC(=O)CSc2nc(-c3ccc(Br)cc3)nc3c2c(=O)n(C)c(=O)n3C)no1	-7	4	11	0.89	-1	-1	4	0.96	0.0
COc1cc(/C=N/NC(=O)c2cccnc2)ccc1OC(=O)c1cc(OC)c(OC)c(OC)c1	-4	-1	3	0.97	-1	0	-9	1.1	-0.2
CSc1ccc(C(=O)NCC(c2ccco2)N(C)C)cc1[N+](=O)[O-] (stereo unspecified)	1	-1	6	0.94	18	0	3	0.97	-1.2
C=CCNC(=O)c1oc2ccc(S(=O)(=O)N3CCC4(CC3)OCCO4)cc2c1C	-3	0	5	0.95	-2	2	18	0.82	-0.2
COc1ccc(OC)c(S(=O)(=O)N(C)CC(=O)Nc2cc(Cl)ccc2OC)c1	-7	-15	-1	1	-3	-2	18	0.82	1.4
O=C(C[C@@H]1C/C=C\C[C@H](NC(=O)OCC2c3ccccc3-c3ccccc32)C(=O)OC[C@@H]2CCCN2C1=O)N[C@H](CO)Cc1ccccc1	-5	-2	1	0.99	0	-6	15	0.85	-0.9

(listing goes on)
SMILES	A3G deaminase	NR3A LBD binder	mIAP inh	mIAP act	A3A deaminase	beta cell repl	hIAP block	hIAP activ	MPTP inh
CCOC(=O)c1ccc(NC(=O)NCc2ccncc2)cc1	-6	0	-35	1.3	-2	-2	-16	1.2	0.9
O=C(/C=C/Nc1ccc(Oc2ccccc2Cl)cc1)c1ccco1	-9	-13	8	0.92	-2	-4	-2	1	0.9
C=CCN(Cc1nc(-c2ccccc2)no1)C(=O)c1ccc2c(c1)OCO2	-7	3	4	0.96	-3	-2	4	0.96	0.8
CC1CC(C)CN(C(=S)Nc2ccc(OC(F)F)cc2)C1 (stereo unspecified)	0	2	-11	1.1	2	0	-23	1.2	1.5
CC1CN(S(=O)(=O)c2cccc(C(=O)N=c3sccn3C)c2)CC(C)O1 (stereo unspecified)	-12	4	-2	1	-3	-6	-6	1.1	-0.2
O=C(c1ccccc1-c1ccccc1)N1CCCC1	0	0	2	0.98	4	-1	13	0.87	-0.2
CCOC(=O)C1CCN(C(=O)c2cc3cc(C)ccc3[nH]2)CC1	-7	0	2	0.98	-4	2	-8	1.1	-0.3
CCCCNC(=O)c1ccc(CS(=O)(=O)c2ccc(C)cc2)o1	-4	-5	-4	1	6	-3	-24	1.2	1.8
Cn1cccc1CC(=O)N/N=C/c1cccc2ccccc12	-6	6	-3	1	-5	0	16	0.84	0.0
CCOC(=O)c1[nH]c2ccccc2c1NC(=S)Nc1ccccc1	-10	-4	5	0.95	4	3	6	0.94	-0.9
CCN(CC(=O)NCc1ccc(F)cc1)C(=O)COc1ccccc1[N+](=O)[O-]	-3	0	-3	1	0	-2	4	0.96	-1.1
Cc1ccc(S(=O)(=O)N(C)/N=C/C=C/c2ccccc2)cc1	3	2	3	0.97	2	0	3	0.97	-0.1
COc1ccc(CN2CCN(CC=C(C)C)C(CCO)C2)cc1Cn1cncn1 (stereo unspecified)	1	1	-1	1	-1	-3	-7	1.1	0.7
CCN(CC)CCN(C(=O)c1ccc(C(=O)c2ccccc2)cc1)c1nc2cc3c(cc2s1)OCO3	-5	2	9	0.91	-5	3	10	0.9	-0.7
O=C(CSCC(=O)N1CCOCC1)Nc1nc(-c2ccc3c(c2)OCO3)cs1	-9	0	-8	1.1	-6	-3	5	0.95	-0.2
O=C(Cn1nc(Cc2cccnc2)c2ccccc2c1=O)N1CCN(C(=O)c2ccco2)CC1	-5	1	-3	1	1	3	13	0.87	-1.6
Cc1cccc(C)c1-n1c(C)cc(/C=N\NC(=O)CC(=O)NC2CCCCC2)c1C	-5	-1	-4	1	0	0	13	0.87	3.9
CC1(C)O[C@@H]2[C@H](O1)[C@@H](COS(=O)(=O)O)O[C@H]2n1ccc(=O)[nH]c1=O	-10	-1	-8	1.1	-1	-1	-6	1.1	0.3
Cc1ccccc1-n1c(SCC(=O)N2CCN(c3ccccc3)CC2)nnc1-c1ccncc1	-9	1	4	0.96	-3	-1	-13	1.1	0.1
COc1cccc(SCC(=O)N2CCN(c3ccccc3)CC2)c1	-2	0	10	0.9	-3	2	14	0.86	2.5
Cc1ccc(NC(=O)c2cnc(SCC(=O)c3ccccc3)n(C)c2=O)cc1	-10	4	18	0.82	-4	-1	-18	1.2	-2.6
CCOC(=O)CCCc1c[nH]c2ccccc12	-6	2	-4	1	-7	1	-2	1	-1.3
CCn1cc(C(=O)NCCCN2CCC(C)CC2)c(=O)c2cc(S(=O)(=O)N3CCOCC3)ccc21	-7	1	-8	1.1	-4	-1	-8	1.1	0.4
COC(=O)c1ccc(N2CCN(c3ccccc3)CC2)c(NC(=O)C2CC2)c1	-4	-1	-3	1	-3	2	12	0.88	3.5
CSc1ccc(-c2nnn(Cc3ccccn3)n2)cc1	-1	-1	-2	1	3	-2	-11	1.1	0.0

Carrying on.
SMILES	A3G deaminase	NR3A LBD binder	mIAP inh	mIAP act	A3A deaminase	beta cell repl	hIAP block	hIAP activ	MPTP inh
CCn1c(-c2ccccc2)c(C(=O)O)c2ccccc21	5	-2	0	1	-2	-3	2	0.98	1.5
CCCn1c2ccccc2c2nnc(SCC(=O)OCC)nc21	-3	-3	-4	1	-4	1	3	0.97	1.2
CN(CC(=O)Nc1ccc(F)cc1)CC(=O)N1CCc2ccccc21	-4	1	0	1	-1	-5	11	0.89	-2.6
COc1ccc(C(=O)N2CCN(S(=O)(=O)c3ccc(F)cc3)CC2)cc1OC	-7	0	16	0.83	1	0	-24	1.2	0.1
Nn1c(COc2ccccc2)nnc1SCC(=O)O	-2	3	-4	1	1	1	-4	1	-0.2
C=CCn1c(Cc2ccc(OC)cc2)nnc1SCC(=O)c1cccc([N+](=O)[O-])c1	-1	0	7	0.93	2	-4	-6	1.1	0.7
O=C(C(Cl)c1ccccc1)N1CCCC1 (stereo unspecified)	0	0	4	0.96	-1	-2	9	0.91	-0.6
CCOc1ccc(Cn2c(=O)oc3ccccc32)cc1	-2	-1	4	0.95	-3	-1	11	0.89	0.7
O=C(CSc1nnnn1Cc1ccccc1)NCC(=O)c1ccccc1	-4	-2	11	0.89	-4	-2	13	0.87	-0.2
COc1cc(O)c(C(CCN2CCN(c3ccccc3)CC2)c2ccc(N(C)C)cc2)c(OC)c1 (stereo unspecified)	-9	0	-6	1.1	-4	-8	0	1	1.0
CN(Cc1nc2ccc(F)cc2[nH]1)Cc1c(C(=O)N(C)C)nc2ccc(Cl)cn12	-3	-1	6	0.94	3	-3	-1	1	2.4
NC(=S)NNC(=O)[C@@H]1CCCC[C@@H]1C(=O)O	-9	5	6	0.94	-5	0	1	0.99	-0.4
c1ccc(Cn2ccnc2SCc2nnc(-c3ccccc3)o2)cc1	-8	11*	-4	1	0	-2	-9	1.1	-1.3
O=C(Nc1nc2ccccc2[nH]1)C1CCCC1	-1	-1	4	0.96	0	-5	-2	1	0.4
CCOC(=O)c1c(NC(=O)c2cccs2)sc(C(=O)N2CCOCC2)c1C	-8	0	3	0.97	-2	6	8	0.92	1.3
CC(C)(C)SCCNC(=O)/C=C/c1cccc([N+](=O)[O-])c1	-10	-6	2	0.98	-5	-1	2	0.98	-0.5
CCCNC(=O)CCc1nnc2ccc(N3CCC(C)CC3)nn12	-3	-2	1	0.99	2	-2	-5	1.1	0.3
O=C([C@H](Cc1ccc(O)cc1)n1cc(CCO)nn1)N1CCNCC1	-12	-1	-2	1	-3	7	24	0.76	0.2
COc1ccc(NC(=O)c2cc(-c3cc(OC)c(OC)c(OC)c3)nc3ccccc23)c(OC)c1	1	1	-4	1	3	-2	20	0.8	-1.6
O=C(CSc1nc2ccccc2c2nc3ccccc3n12)NCc1ccco1	-6	2	-2	1	5	-5	14	0.86	-0.2
COc1ccccc1C(=O)NNC(=O)c1ccc(Br)o1	1	-1	6	0.94	0	-4	-10	1.1	0.4
OC(CN1CCN(c2ccccn2)CC1)Cn1c2ccc(Cl)cc2c2cc(Cl)ccc21 (stereo unspecified)	-1	19*	8	0.93	0	-5	6	0.94	4.9

Four entries from above, sorted by number of heavy atoms, rising:
SMILES	A3G deaminase	NR3A LBD binder	mIAP inh	mIAP act	A3A deaminase	beta cell repl	hIAP block	hIAP activ	MPTP inh
O=C(C(Cl)c1ccccc1)N1CCCC1 (stereo unspecified)	0	0	4	0.96	-1	-2	9	0.91	-0.6
CCn1c(-c2ccccc2)c(C(=O)O)c2ccccc21	5	-2	0	1	-2	-3	2	0.98	1.5
c1ccc(Cn2ccnc2SCc2nnc(-c3ccccc3)o2)cc1	-8	11*	-4	1	0	-2	-9	1.1	-1.3
C=CCn1c(Cc2ccc(OC)cc2)nnc1SCC(=O)c1cccc([N+](=O)[O-])c1	-1	0	7	0.93	2	-4	-6	1.1	0.7
